Growth percent in the NCI-60 one-dose screen (48 h, 10 µM unless noted): 100 = growth as untreated, 0 = no growth, -100 = all killed.
OVCAR-5: OVCAR-5 ovarian cancer. 2.9% of 82,000 active
OVCAR-8: OVCAR-8 ovarian cancer | 4.4% of 81,000 active
OVCAR-4: OVCAR-4 ovarian cancer cells. 3.7% of 80,000 active. AID 1794784
CAKI-1: CAKI-1 renal cancer | 4.7% of 75,000 active | AID 1794772
ACHN: ACHN renal cancer | 4.9% of 81,000 active | AID 1794771
RXF 393: RXF 393 renal cancer cells | 6.9% of 77,000 active
OVCAR-3: OVCAR-3 ovarian cancer | 7% of 79,000 active | AID 1794787
A498: A498 renal cancer cells; 5.4% of 76,000 active
* hit, by the source's call; nt = not tested or not shown; & = joins results of further samples. How the source made its calls: active means growth percent below 10; inactive means the rest.

SMILES	OVCAR-5	OVCAR-8	OVCAR-4	CAKI-1	ACHN	RXF 393	OVCAR-3	A498
C[C@@]1(F)[C@H](O)[C@@H](CO)O[C@@H]1n1cnc2c(N)nc(F)nc21	100	110	110	96	102	133	110	95
CCc1ccc(CNCC(O)c2ccccc2)cc1 (stereo not drawn)	76	72	55	66	72	62	71	68
COc1ccccc1-c1cc(-c2ccc(Br)s2)[nH]c(=O)c1C#N	101	105	102	89	93	118	108	nt
CCOc1ccnc(OCC)n1	109	107	105	106	104	110	104	110
Cn1cc(-c2cc3ncnc(Nc4ccc(CC(=O)Nc5ccc(F)c(Cl)c5)cc4)c3s2)cn1	75	68	68	52	55	59	86	59
COc1ccc(C(=O)n2nc(-c3cccnc3)nc2N)cc1	101	104	98	nt	107	96	91	81
Oc1ccc2ccccc2c1C1NN=C(c2ccccc2)S1 (stereo not drawn)	43	16	22	-1.3*	11	67	35	31
COc1ccc(-c2cc(C(=O)c3cc(C)c(C)cc3O)cn(NC(C)=O)c2=O)cc1	105	95	61	68	84	89	86	nt
NC(=O)C1(N2CCCC2)CCN(Cc2ccccc2)CC1	106	95	102	nt	100	125	105	nt
O=S(=O)(NCCCNc1cc(-c2c(-c3cccc(O)c3)nc3sccn23)ccn1)c1ccc(F)cc1	114	50	76	66	80	69	70	92
COc1ccc(-c2ccc(NC(=O)Nc3ccc(Cl)cc3)c(C)n2)cc1	93	93	75	nt	nt	99	102	79
CCCCCCCSc1ccc(C(=O)Nc2ccc(C)cc2C(=O)O)cc1	106	62	68	47	48	107	73	104
Cc1ccc2cc(-c3nc4ccccc4[nH]3)c(Cl)nc2c1Cl	106	108	101	97	84	109	94	89
COc1ccc(/C(=C\c2ccc3c(c2)OCO3)C(=O)Nc2nc3ccccc3s2)cc1	94	102	101	91	97	118	99	100
COc1ccc(-c2oc3ccc(C)cc3c(=O)c2O)cc1OC	108	83	74	nt	90	82	85	89
Cc1ccccc1OCc1ccccc1Cl	111	108	112	97	112	113	104	101
COc1cc2c(cc1OC)-c1cc(=O)[nH]c(=O)n1CC2	98	101	105	85	99	97	106	72
CCOC(=O)C(Cc1ccc([N+](=O)[O-])cc1)(NC(C)=O)C(=O)OCC	111	99	93	94	107	111	105	93
CN(C)c1ncnc2c1ncn2C	106	105	110	98	100	86	98	86
Cc1nc(-c2cc3ccccc3c(N3CCN(C)CC3)n2)cs1	104	99	102	72	94	nt	nt	nt
COc1ccccc1C(=O)Nc1cccc(C2CCc3c(cc(OC)c(OC)c3OC)O2)c1 (stereo not drawn)	100	93	90	104	93	108	106	70
COc1cc2c(cc1OC)C1(NCC2)C(=O)N(Cc2ccc(F)cc2)c2ccccc21 (stereo not drawn)	92	108	85	76	99	100	95	89
CN1CC(c2nc3ccccc3s2)CC1=O (stereo not drawn)	113	92	94	98	100	106	106	85
O=C(O)CCNCCO	109	114	100	103	116	98	109	102
COc1ccc(Oc2nc(Nc3ccc(N4CCOCC4)cc3)ncc2NC(=O)c2cc(OC)cc(OC)c2)cc1	123	92	81	100	86	52	84	8.3*
O=S(=O)(O)SCc1ccccc1CSS(=O)(=O)O	104	99	nt	98	107	116	123	98
CCCc1nc(-c2cc(OC)c(OC)c(OC)c2)no1	105	110	101	94	91	110	104	92
CC1=N/C(=C\c2cccc(Br)c2)C(=O)O1	106	105	110	100	109	112	103	119
COc1ccc(OC)c(/C=C/C(=O)c2ccc(Nc3ncnc4cc(OC)c(OC)cc34)cc2)c1	111	90	95	107	95	nt	111	88
CCCOC(=O)c1ccc(C)cc1	104	113	105	99	111	118	112	103
CCN1CCN(Cc2ccc(C(=O)Nc3cccc(-c4cn(-c5ccc(S(N)(=O)=O)cc5)nn4)c3)cc2C(F)(F)F)CC1	116	99	101	97	102	95	111	nt
CNC(=O)c1cc(Oc2ccc3c(c2)sc2nc(-c4ccc(Cl)cc4)cn23)ccn1	113	73	55	79	79	83	83	89
Cc1ccc2nc(-c3ccc(N=Cc4ccccc4O)cc3)sc2c1	92	88	79	68	91	83	85	65
O=C1NCCc2c1[nH]c1ccccc21	102	105	98	111	115	94	105	104
CCOC(=O)c1ccc(S(=O)(=O)N(CC)CC)cc1	115	97	102	102	114	114	109	110
CCS(=O)(=O)CCn1c([N+](=O)[O-])cnc1C	104	101	110	94	106	nt	119	101
O=C(CSc1nnc(-c2ccc(-c3nc4ccc(Cl)cc4[nH]3)cc2)o1)Nc1ccc(Cl)cc1	49	-31*	19	-40*	-69*	-49*	5.3*	127
COc1ccc(/C=C/c2ccc(OC)cc2)cc1	109	104	111	113	115	116	119	105
O=C(Nn1c(COc2ccccc2)nc2ccccc2c1=O)c1ccc(Cl)cc1	108	105	98	85	101	97	127	102
ClC1C2CC(c3ccccc32)C1Cl (stereo not drawn)	102	113	112	118	104	110	113	92
C=C(C)[C@@H]1CC[C@]2(C(=O)NCCCCCCCCCCCCCCC)CC[C@]3(C)[C@H](CC[C@@H]4[C@@]5(C)C/C(=C/c6ccco6)C(=O)C(C)(C)[C@@H]5CC[C@]43C)[C@@H]12	100	101	95	91	100	101	108	90
Nc1nc(N)c(Br)c(=O)[nH]1	104&101&103	95&99&104	102&97&101	98	105&106	100&116&112	108&101&128	82&96
N#Cc1c(N)nc2c(nnn2-c2cccc(C(F)(F)F)c2)c1N	102	89	88	77	88	93	98	98
CCOC(=O)c1ccc2n1CCCc1cnc(NC3CCCCC3)nc1-2	93	94	82	80	102	82	94	65
Cc1nc2c(C)c(C(=O)Nc3cccc(C(F)(F)F)c3)sc2c(=O)[nH]1	104	95	nt	76	89	108	113	75
O=C(O)CN(Cc1ccccn1)Cc1cc(I)cc(I)c1O	76	45	33	28	43	86	42	89
CCc1n(O)cc[n+]1[O-]	105	103	109	103	101	109	nt	115
Cc1cc2nnc3c4cccnc4c(C#N)n3c2cc1C	102	99	105	107	95	107	124	114
CC1=C(C(=O)/C=C/c2ccccc2O)C(c2ccccc2)NC(=S)N1 (stereo not drawn)	102	102	101	85	99	109	110	nt
CCN(CC)c1nc(C)c(C)c(C#N)c1C#N	104	78	102	nt	99	107	103	106
O=C1CCN2C=CC=CC2=N1	107	105	111	102	106	nt	103	99
Cc1sc(NC(=O)c2ccco2)c(C(c2cccnc2)N2CCC(Cc3ccccc3)CC2)c1C (stereo not drawn)	94	58	82	63	66	83	78	99
CCN(CC)C(=O)c1cccc2c1OCO2	111	91	120	106	102	109	109	113
C=C(C[C@@](O)(C(=O)Oc1ccccc1)C(=O)C1CCCCC1)c1ccccc1	103	101	98	87	112	91	106	106
CN(C)C(=O)C(=O)C1C=Cc2ccccc21 (stereo not drawn)	81	100	102	108	91	106	105	105
N#CN1CC[C@H](C(=O)Nc2ncc(-c3ccncc3)s2)C1	5.3*	2.7*	3.6*	10	6.6*	-59*	-22*	-49*
O=C(Nc1nc2ccc([N+](=O)[O-])cc2s1)Nc1c(Cl)cccc1Cl	102	92	68	79	80	47	76	84
COc1ccccc1N1CCN(c2ncnc3sc4c(c23)CCN(CC(=O)O)C4)CC1	94	102	112	96	105	106	112	114
CCOC(=O)C1OC(Oc2ccc3c(C)cc(=O)oc3c2)[C@@H](O)C(O)C1O (stereo partly drawn)	101	102	101	91	104	110	109	nt
Nc1nonc1-c1nc2ccc(F)cc2[nH]1	109	101	101	72	109	97	111	78
Further records
SMILES	OVCAR-5	OVCAR-8	OVCAR-4	CAKI-1	ACHN	RXF 393	OVCAR-3	A498
N#Cc1c(-c2ccccc2)[nH]c(-c2ccccc2)c1NS(=O)(=O)c1ccc(N)cc1	107	nt	99	nt	104	nt	106	114
Cc1cc(OCCCCOc2ccc(C#N)cc2)ccc1[N+](=O)[O-]	85	102	81	97	102	115	109	103
Nc1cc(Cl)nnc1Cl	82	94	101	107	98	104	107	103
c1ccc(CCNc2ccc3c(c2)Cc2ccccc2-3)nc1	99	67	98	60	78	106	90	78
CC(=C(C#N)C#N)c1ccccc1	101	109	108	107	98	125	121	nt
CC(=O)c1cc(Nc2cc(C)[n+](C)c(N)n2)cc(C(C)=O)c1	97&88	104&104	118&119	112&107	104&112	100&103	111&130	96&107
CCn1c(=O)c2[nH]c(Cl)nc2n(CC)c1=O	110	101	104	79	103	111	104	68
CCCCCCCOc1ccc(C(=O)CCN2CCOCC2)cc1	99	91	101	100	101	100	117	104
CCOP(=O)(O)Cc1c(Cl)c(Cl)c(CP(=O)(O)OCC)c(Cl)c1Cl	122	102	106	99	111	112	114	134
Cc1c(COC(=O)NC(C)C)c(COC(=O)NC(C)C)c2n1CS(=O)(=O)C2	116&103	97&96	102&112	89&92	110&108	104&110	122&106	106&110
O=[N+]([O-])c1ccc(N2CCOCC2)cc1	101	98	122	94	101	115	106	81
COc1ccccc1NC(=O)/C=C\C(=O)O	110	104	nt	105	112	119	111	96

Entries of single compounds, quoted from the list. Order of values: OVCAR-5 | OVCAR-8 | OVCAR-4 | CAKI-1 | ACHN | RXF 393 | OVCAR-3 | A498
Cc1c(COC(=O)NC(C)C)c(COC(=O)NC(C)C)c2n1CS(=O)(=O)C2 is listed as 116&103 | 97&96 | 102&112 | 89&92 | 110&108 | 104&110 | 122&106 | 106&110
CC(=O)c1cc(Nc2cc(C)[n+](C)c(N)n2)cc(C(C)=O)c1 is listed as 97&88 | 104&104 | 118&119 | 112&107 | 104&112 | 100&103 | 111&130 | 96&107
Cc1cc(OCCCCOc2ccc(C#N)cc2)ccc1[N+](=O)[O-] is listed as 85 | 102 | 81 | 97 | 102 | 115 | 109 | 103
CCn1c(=O)c2[nH]c(Cl)nc2n(CC)c1=O is listed as 110 | 101 | 104 | 79 | 103 | 111 | 104 | 68
CCCCCCCOc1ccc(C(=O)CCN2CCOCC2)cc1 is listed as 99 | 91 | 101 | 100 | 101 | 100 | 117 | 104

Following part.
SMILES	OVCAR-5	OVCAR-8	OVCAR-4	CAKI-1	ACHN	RXF 393	OVCAR-3	A498
O=C(NNCc1ccccc1)c1ccccc1	100	119	nt	96	103	101	105	nt
COc1cc(/C(C)=C(\c2ccc(Cl)cc2)c2ccc(OCCCN(C)C)cc2)ccc1F	95	97	85	87	101	nt	89	90
COc1cc(CN(CCC(O)N2CCCC2=O)Cc2ccc3c(c2)OCO3)cc(OC)c1OC (stereo not drawn)	99	100	108	97	100	121	105	118
CCCCCCCCC(=O)OC(CCC1CCCO1)CCC1CCCO1 (stereo not drawn)	111	105	nt	93	97	111	107	104
CCOC(=O)C(Cc1ccccc1)(c1ccccc1)c1ccccc1	95	97	105	nt	87	97	89	94
Cc1ccc(-c2ncc(S(=O)(=O)c3ccccc3)o2)cc1	105	105	100	95	106	114	98	91
NS(=O)(=O)c1ccc(CCn2c(SCC(=O)N/N=C/c3c(Cl)cccc3Cl)nc3ccccc3c2=O)cc1	97	89	102	91	97	89	112	nt
Nc1ccc(Cl)cc1C(=O)O	115	106	104	113	98	nt	111	116
N#C/C(=C\c1ccc([N+](=O)[O-])s1)c1nc2cc(Br)ccc2s1	20	-20*	-12*	-2.7*	-57*	-17*	-29*	109
NS(=O)(=O)c1ccc(N2C(=O)c3cc(Cl)c(Cl)cc3C2=O)cc1	102	104	115	101	100	101	108	92
CCN(CC)CCNC(=O)c1cc2ccccc2cc1O	112	104	112	114	109	113	115	nt
O=C1CCCCN1CCCCC#Cc1ccccc1C#Cc1ccccn1	95	113	95	121	86	57	104	114
O=C(N/N=C\c1cccc([N+](=O)[O-])c1)N/N=C/c1cccc([N+](=O)[O-])c1	114	101	105	96	99	106	112	82
CC(C)CSc1nc(NC2CC2)c(C#N)c(-c2ccccc2)n1	103	32	26	73	30	80	85	106
N#CC1=C(c2ccc(Cl)cc2)Nc2c(c(-c3ccc(Cl)cc3)nn2-c2ccccc2)C12C(=O)Nc1ccc(Cl)cc12 (stereo not drawn)	72	49	42	36	35	21	55	52
COc1ccc(OC)c2c(=O)cc(C)[nH]c12	114	106	92	96	123	113	108	98
O=S(=O)(NNS(=O)(=O)c1ccccc1)c1ccccc1	89	98	120	nt	102	113	99	99
CCCCCN1C=C/C(=C\C(=O)N(C)c2ccc(OC(F)(F)F)cc2)c2ccccc21	100	95	88	89	108	107	105	nt
O=C1OCC2=C1C(c1cccc([N+](=O)[O-])c1)CC(=O)N2c1ccc(F)cc1 (stereo not drawn)	107	104	105	97	105	99	109	81
CCSc1sc(-c2ccc(C)cc2)nc1[P+](c1ccccc1)(c1ccccc1)c1ccccc1	18	1.3*	-4.2*	-9.0*	-45*	-37*	-13*	-46*
O=C1/C(=C/c2cc3cc4c(cc3nc2Cl)OCO4)SC(=S)N1CCc1ccc(O)cc1	100	100	88	79	98	100	104	107
N#Cc1c(-c2ccccc2)[nH]c2ncc(-c3ccc4ccccc4c3)n2c1=O	101	105	105	102	105	105	110	104
O=C(NOCCO)c1cc(CN2OCCCC2=O)c(F)c(F)c1Nc1ccc(I)cc1F	20	52	65	41	50	25	103	-33*
COc1ccc2c(c1)c(-c1nc(N)nnc1-c1c[nH]c3ccc(F)cc13)cn2C	76	88	71	47	60	53	83	54
CCCN1C=C/C(=C\C(=O)n2ccc3ccccc32)c2ccccc21	88	96	50	60	83	98	87	93
S=C(S)Nc1ccccc1	93&102	99&105	110&104	99&98	89&104	113	119&109	105&88

5 structures from above, ordered by SMILES length, low to high:
SMILES	OVCAR-5	OVCAR-8	OVCAR-4	CAKI-1	ACHN	RXF 393	OVCAR-3	A498
S=C(S)Nc1ccccc1	93&102	99&105	110&104	99&98	89&104	113	119&109	105&88
COc1ccc2c(c1)c(-c1nc(N)nnc1-c1c[nH]c3ccc(F)cc13)cn2C	76	88	71	47	60	53	83	54
CCCCCN1C=C/C(=C\C(=O)N(C)c2ccc(OC(F)(F)F)cc2)c2ccccc21	100	95	88	89	108	107	105	nt
O=C1OCC2=C1C(c1cccc([N+](=O)[O-])c1)CC(=O)N2c1ccc(F)cc1 (stereo not drawn)	107	104	105	97	105	99	109	81
O=C(N/N=C\c1cccc([N+](=O)[O-])c1)N/N=C/c1cccc([N+](=O)[O-])c1	114	101	105	96	99	106	112	82

Screens deposited in PubChem BioAssay by NCI.
